PfM18AAP inh – PfM18AAP inhibitors, malaria aminopeptidase, primary screen, biochemical, QFRET, recombinant enzyme; inhibition, % at 7.35 µM; M18 aspartyl aminopeptidase (Plasmodium falciparum 3D7); 1.2% of 290,000 active; H-Glu-NHMec fluorogenic cleavage; AID 1822, 2009;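 active = inhibition above the campaign mean inhibition over all tested compounds plus 3 SD, cut at about 28% in these data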;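 also: 0% = plate median of test compound wells and 100% = 2 mM ZnCl2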
VIM-2 inh – VIM-2 metallo-beta-lactamase inhibitors, primary screen, biochemical, epi-absorbance readout, Pseudomonas aeruginosa enzyme; 0.89% of 290,000 active; purified VIM-2, nitrocefin hydrolysis, epi-absorbance fluorescence; AID 1527, 2009; inhibition, % at 5.6 µM;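 active = inhibition above the mean of all tested compounds plus 3 SD, cutoff set per screening run, cut at about 7.5% in these data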;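 also: red hydrolysis product quenches plate fluorescence so inhibitors raise well fluorescence; 0% = enzyme with DMSO and 100% = DMSO without enzyme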
GPR7 antagonist – GPR7 receptor antagonists, primary screen, cell-based, fluorescence, single concentration; GPR7-expressing cells, fluorescence antagonist assay; 1.1% of 290,000 active; AID 1861, 2009; Neuropeptides B/W receptor type 1 (Homo sapiens), P48145; inhibition, % at 4.4 µM; in the data active = inhibition above about 16%, passing the limit was not always enough;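 also: cells stimulated with the agonist NPW; 0% = agonist with vehicle and 100% = vehicle without agonist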
Target sequence (P48145 whole entry, looked up): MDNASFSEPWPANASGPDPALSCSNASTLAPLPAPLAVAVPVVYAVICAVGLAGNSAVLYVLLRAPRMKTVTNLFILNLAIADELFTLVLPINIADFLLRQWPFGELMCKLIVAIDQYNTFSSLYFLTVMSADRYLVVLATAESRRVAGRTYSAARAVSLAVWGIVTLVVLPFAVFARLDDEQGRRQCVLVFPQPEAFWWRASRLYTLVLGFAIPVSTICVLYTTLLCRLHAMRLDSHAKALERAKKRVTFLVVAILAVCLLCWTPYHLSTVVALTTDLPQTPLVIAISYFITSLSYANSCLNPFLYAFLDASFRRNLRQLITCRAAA
IMP-1 inh – IMP-1 metallo-beta-lactamase inhibitors, primary screen, biochemical, epi-absorbance readout, Pseudomonas aeruginosa enzyme | metallo-beta-lactamase IMP-1 (Pseudomonas aeruginosa) | purified IMP-1, nitrocefin hydrolysis, epi-absorbance fluorescence | inhibition, % at 5.6 µM | 0.45% of 290,000 active;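 active = inhibition above the mean plus 3 SD of all compounds in the same screening run, cut at about 4.5% in these data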;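 also: 0% = IMP-1 with DMSO and 100% = DMSO wells lacking enzyme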
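Test system: recombinant IMP-1 enzyme, purified / Medium: HEPES buffer pH 7.1 with ZnSO4 and Brij 35 / Doses: single dose, 5.6 µM / Times: 25 °C, 15 min preincubation, 25 min reaction / Detection: Epi-absorbance via hydrolysed-nitrocefin quenching of white-plate fluorescence, 480/530 nm, EDTA stop / Evaluation: percent inhibition from optical density relative to buffer-blank wells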
IDE inh – human IDE inhibitors in live cells, primary screen, fluorescence polarization, HEK cells, FAbetaB substrate | Insulin-degrading enzyme (Homo sapiens), P14735 | AID 434962, 2010 | inhibition, % at 5.59 µM | 0.41% of 320,000 active | FAbetaB cleavage;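 active = percent inhibition above the average of all tested compounds plus 3 SD, set per screening campaign, cut at about 16% in these data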;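 also: IDE supplied by intact live HEK cells; FP after avidin binding of uncleaved biotin substrate so inhibition keeps polarization high; 0% = DMSO wells and 100% = 60 µM reference IDE inhibitor Ii1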
p-CIP stab down – p/CIP-EGFP fusion destabilizers, primary screen, fluorescence, F442A cells; 16 h; Q05BA5; 0.01% of 290,000 active; AID 1984, 2009; decrease of EGFP signal, % at 10 µM;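 active = EGFP signal decrease of at least 30% at 10 µM or well 3 SD below plate mean, unless failing retest; inactive = the rest, including hits failing retest or dose response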; also: some compounds called inactive have numbers as strong as hits; many of its hits are not listed in these tables
NALP1 yeast inh – NALP1 inflammasome inhibitors in reconstituted yeast, colorimetric, S. cerevisiae, triplicate retest. 0.61% of 280,000 active. S. cerevisiae NALP1/ASC/caspase-1 growth, X-gal OD620, 72 h. inhibition, % at 10 µM. AID 2071, 2009; in the data active = inhibition mostly above about 24%, no sharp cut-off; inactive = mostly below about 32%; also: some compounds called inactive have numbers as strong as hits
PHOSPHO1 block – PubChem AID 1565; Phosphoethanolamine/phosphocholine phosphatase (Homo sapiens), Q8TCT1; recombinant PHOSPHO1, absorbance phosphatase assay; inhibition, % at 13.3 µM; 1.1% of 290,000 active; in the data active = inhibition above about 60%
Target sequence (Q8TCT1 whole entry, looked up): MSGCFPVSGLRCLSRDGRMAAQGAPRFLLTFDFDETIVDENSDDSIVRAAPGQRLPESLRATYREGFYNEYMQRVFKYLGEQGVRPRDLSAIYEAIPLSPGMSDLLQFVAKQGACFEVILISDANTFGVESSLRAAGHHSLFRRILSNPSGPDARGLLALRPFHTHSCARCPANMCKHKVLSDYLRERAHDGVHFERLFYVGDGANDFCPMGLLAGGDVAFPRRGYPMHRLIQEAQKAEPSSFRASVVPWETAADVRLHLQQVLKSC
IDE act – human IDE activators in live cells, primary screen, fluorescence polarization, HEK cells, FAbeta-B substrate. Insulin-degrading enzyme (Homo sapiens), P14735. FAbeta-B cleavage; 0% vehicle, 100% cell-free pure enzyme wells. activation, % at 5.96 µM. 0.073% of 340,000 active;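 active = activation above the mean of all tested compounds plus 3 SD, set per screening campaign, cut at about 17% in these data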
Starred values were filed as active, the others as inactive; . = not tested or not shown.

SMILES	PfM18AAP inh	VIM-2 inh	GPR7 antagonist	IMP-1 inh	IDE inh	p-CIP stab down	NALP1 yeast inh	PHOSPHO1 block	IDE act
CO/N=C/C(=N\Nc1ccc(OC)cc1)C(=O)c1ccc(F)cc1	0	-3.9	-14	-2.8	-1	12	24	33	-5
Cc1nc2nc[nH]n2c(=O)c1NC(=O)c1cccc(OCC(C)C)c1	-4	-3.3	-4	-3.4	-2	-5	-2	8	6
CCn1c(SCC(=O)Nc2ccccc2C)nnc1-c1ccccc1O	-4	-1.0	4	-1.7	0	2	29	-35	0
Cn1nnc(NC(=O)CSc2nnnn2-c2ccc(F)cc2)n1	-15	1.1	-5	-2.2	3	6	16	-2	-2
CCCN1CCN(CCCNC(=O)C2CCCN(c3nnc(-n4cccc4)s3)C2)CC1 (configuration not stated)	5	-0.6	0	-1.6	-3	-10	4	14	1
COc1ccccc1CC(=O)Nc1ccccc1O	0	-2.1	-4	-2.1	0	-3	3	-16	-1
Cc1c(CN2CCCC(C(=O)c3cccc(Cl)c3)C2)c(=O)n(-c2ccccc2)n1C (configuration not stated)	6	-0.1	5	-0.7	7	-2	16	32	9
CCCC(=O)Nc1ccc(Sc2ccc([N+](=O)[O-])cc2)cc1	-10	-2.5	18	-1.3	7	-1	32	-6	-4
COc1ccccc1-c1nnc(NC(=O)c2ccc(S(=O)(=O)N(C)CC3CCCO3)cc2)o1 (configuration not stated)	7	-2.0	-9	-2.0	2	-11	5	43	0
CCOc1ccccc1C(=O)OCC(=O)Nc1ccc(OC(F)F)cc1	-5	-0.7	7	1.6	-3	-15	14	-6	5
CCNc1nc(NC(C)C)nc(NC(C)(C)C)n1	-4	-1.9	-11	-3.2	-9	-14	30*	54	2
COc1ccc(-c2c(C)oc3c(CN4CCN(C)CC4)c(O)ccc3c2=O)cc1	-11	6.0	-4	-3.4	-1	-17	16	-22	10
CC(=O)NC(CC(C)C)C(=O)NC(=O)NCc1ccccc1 (configuration not stated)	-5	-1.3	2	-1.1	3	-7	7	-14	1
CC(=O)Cn1nnc2sc3c(c2c1=O)CCC(C(C)(C)C)C3 (configuration not stated)	-10	-1.5	-19	-2.3	1	8	-27	36	4
CC1CCN(C(=O)C2CC(c3ccc(F)cc3)=NO2)CC1 (configuration not stated)	0	0.0	2	0.4	2	4	22	9	2
CC1CCCCC1NS(=O)(=O)c1ccc(S(=O)(=O)N2CCCC2)cc1 (configuration not stated)	7	-3.6	15*	-2.7	-3	-19	-1	6	6
CC(=O)c1c(O)c(C)c(O)c2c1OC1=CC(=O)C(C(C)=O)C(=O)[C@@]12C (some centres not stated)	4	-1.0	-10	-1.7	.	-4	14	36	2
CCC(C)NS(=O)(=O)c1cc2c3c(c1)CCC(=O)N3CCC2 (configuration not stated)	-9	-1.4	0	-4.2	4	0	13	29	6
CCCCCCc1cc2cc(C(=O)NCc3ccccc3)c(=N)oc2cc1O	7	-2.3	-7	-3.2	4	-3	15	-10	1
FC(F)(F)c1cc(-c2ccccc2)nc(NCc2cccnc2)n1	2	-1.7	-4	-0.7	1	-5	10	46	1
Cc1ncoc1C(=O)N1CCc2c([nH]c3ccccc23)C1C1CCCCC1 (configuration not stated)	-8	-0.1	4	-0.8	6	6	11	46	11
O=C(NCCCn1ccnc1)Nc1cccc2ccccc12	-7	0.0	-3	0.4	-4	-7	4	-1	7
COc1ccc(NC(=O)NCc2ccc3c(c2)OCO3)cc1	0	-0.8	-14	-1.9	0	-6	-5	43	1
Cc1cc(OCC(O)CN)ccc1Cl (configuration not stated)	-2	-1.1	1	-0.5	3	11	-6	-1	3
C/C(=N\NC(=O)CC(C)C)c1ccc(N2CCCCC2)cc1	3	-6.1	-7	-3.9	-7	3	39	-3	0
Next section
SMILES	PfM18AAP inh	VIM-2 inh	GPR7 antagonist	IMP-1 inh	IDE inh	p-CIP stab down	NALP1 yeast inh	PHOSPHO1 block	IDE act
CCSc1nnc(NC(=O)c2c(C)noc2C)s1	-16	0.2	19	-0.5	-2	4	10	34	0
O=C(Nc1ccc2c(c1)C(=O)NC2=O)c1ccc(S(=O)(=O)N2CCCC2)cc1	-1	-2.5	-2	-1.6	4	-7	0	34	7
S=C(NN=C1CCCCCC1)Nc1ccc(Cl)cc1	-6	-5.6	-12	-4.6	-2	7	3	85*	4
COC(=O)CCC(=O)OC1(C)C(=O)C=C2C=C(C3CC3)N(Cc3ccc4c(c3)OCO4)C=C2C1=O (configuration not stated)	.	.	.	.	-2	1	.	31	2
CC(C)n1c(=S)[nH]c2cc(C(F)(F)F)ccc21	1	-5.4	-14	-4.5	4	-13	26	3	1
C[C@]12CCC3c4ccc(OCC(=O)O)cc4CCC3C1CCC2=O (some centres not stated)	-9	-1.3	22*	-3.3	1	3	1	25	2
CSc1nc(C)cc(OCC#N)n1	0	1.1	-7	0.1	-2	-7	14	16	7
Cc1cccc(C)c1-n1c(C)nn(-c2ncc(C(F)(F)F)cc2Cl)c1=O	1	1.1	0	-0.2	6	-10	-3	25	-3
COc1cccc(NC(=O)C2C3C=CC4(O3)C2C(=O)N(CCN2CCCCC2)C4C(=O)NC2CCCCC2C)c1 (configuration not stated)	-13	-1.4	-4	-1.9	-3	-12	26	47	4
CCN1C(=O)/C(=C2/Sc3ccc(OC)cc3N2C)SC1=Nc1ccc(C(C)=O)cc1	3	-1.9	5	0.7	.	.	.	.	.
O=C(Nc1ccc(O)cc1)c1cc2ccccc2c(=O)s1	4	-1.4	8	-1.3	4	1	3	-3	-9
C=CCn1cc(C(=O)N2CCc3ccccc3C2)c(=O)c2cc(S(=O)(=O)N(CC)CC)ccc21	-1	-3.8	-11	-2.2	-2	-4	6	-6	-4
Cc1cc2nc(/C(C#N)=C\c3ccc(-c4ccccc4C(=O)O)o3)[nH]c2cc1C	13	2.8	8	0.5	31*	-148	2	10	-124
Cc1onc(-c2ccccc2)c1C(=O)NC(CC(=O)O)c1ccc(OC(C)C)cc1 (configuration not stated)	-4	-1.4	-5	-3.0	-1	-9	5	11	-2
COc1ccc(N2CC(C(=O)Nc3ncccc3C)CC2=O)cc1 (configuration not stated)	3	-3.6	-13	-5.1	2	10	12	-46	0
O=c1nc(N2CCOCC2)ccn1-c1nc(-c2ccccc2)oc1-c1ccccc1	2	-2.5	2	-2.6	2	-6	28	28	-2
COC(=O)CSc1nnc(C)n1-c1cccc(C#N)c1	5	-4.7	-19	-3.5	2	-25	15	-16	0
O=C(Nc1ccc(Cl)cc1)Nc1ccon1	0	-0.3	-4	-2.2	-3	-17	20	41	-2
Cc1ccc(Nc2nc(N/N=C/c3c[nH]c4ccccc34)nc(N3CCOCC3)n2)cc1	6	-5.1	-22	-3.9	3	-18	-14	8	1
Cc1cc(C)c2c(N)c(C(=O)Nc3cccc(C)c3C)sc2n1	3	2.1	22	0.2	5	-16	20	.	0
CCN(CC)C(=N)N1c2ccccc2CCC1C (configuration not stated)	7	-6.5	-4	-3.8	2	6	-14	28	1
O=C(OC1CCOC1=O)c1cc(-c2ccc(Cl)cc2)nc2ccccc12 (configuration not stated)	-3	0.0	9	-0.7	-2	-11	8	38	1
Cc1cc(NS(=O)(=O)c2ccc(NC(=O)CCCOc3ccccc3C)cc2)no1	2	-3.1	-8	-3.4	2	-23	16	40	2
O=C(Cc1nnc(NC(=O)Nc2ccc(Cl)cc2)s1)NCc1ccccc1	3	-4.7	-1	-2.6	-3	0	40	-3	5
COC(=O)c1ccc(/C=C2/SC(=S)N(CCCC(=O)Nc3ccccn3)C2=O)cc1	4	-2.6	4	-0.2	3	-6	33	-17	3
More results follow:
SMILES	PfM18AAP inh	VIM-2 inh	GPR7 antagonist	IMP-1 inh	IDE inh	p-CIP stab down	NALP1 yeast inh	PHOSPHO1 block	IDE act
CCN(CC)c1ccc(C(=O)OCC(=O)NC(C)(C)C)cc1	-1	-1.9	-11	-1.1	-8	-6	.	24	-3
Cc1ccc(S(=O)(=O)N(CC(=O)Nc2ccccc2C(=O)O)c2cccc(Cl)c2C)cc1	0	-2.6	-15	-0.8	-2	-2	28	-7	-7
C=C(C)C(=O)Nc1cccc(C2=NOC3(C2)C[C@@H](C(N)=O)N(C(=O)c2cc([N+](=O)[O-])cc([N+](=O)[O-])c2C)C3)c1 (some centres not stated)	.	.	.	.	4	-6	.	9	4
COc1ccc(C(=O)Nc2ccccc2C(=O)NCc2cccnc2)cc1	1	-2.3	-10	-1.2	1	3	14	41	6
CCSc1nnc(NC(=O)CCCOc2ccc(C)cc2)s1	-2	-0.1	-8	-1.6	-5	-1	-7	-8	-1
Cc1cc(Cl)ccc1N1C(=O)CC(SCCC(=O)O)C1=O (configuration not stated)	-14	-2.9	-7	-1.9	-3	2	20	-2	-3
CCOC(=O)c1ccccc1NC(=O)N[C@@H](C)C(=O)OC	4	0.2	-5	-1.4	0	-18	14	-3	10
CC(C)Oc1ccc(CCC(=O)NNC(=O)c2ccccc2C(=O)O)cc1	2	-2.0	12	0.3	-3	-4	-5	.	5
CCc1nccn1S(=O)(=O)c1ccc2ccccc2c1	4	-5.0	-3	-3.0	4	1	3	-12	2
N#Cc1cn(Cc2ccncc2)c(=O)[nH]c1=O	-10	2.3	-1	-0.3	4	-11	-6	29	-6
CC(C)OC(=O)C(C#N)c1nc2ccccc2nc1N1CCN(Cc2ccccc2)CC1 (configuration not stated)	9	-0.8	-5	-0.3	2	-9	-9	16	3
CCCCSc1nnc2[nH]c(=O)cc(N)n12	-5	-4.2	6	-5.2	-1	-15	7	13	1
Cc1cc(C)n(CCNC(=O)c2ccc3c(c2)OCO3)n1	-3	1.3	7	0.3	0	-1	10	35	4
O=C(CCn1cccc1)Nc1cc(F)ccc1F	-4	0.0	-9	-0.9	-4	-20	7	16	6
COc1ccc(-n2c(=O)c3c4c(sc3n3c(=S)[nH]nc23)CCCC4)cc1	-4	-0.2	1	-1.4	-5	-6	12	42	7
CC(C(=O)O)N1C(=O)c2ccccc2C1=O (configuration not stated)	-5	-3.1	9	-1.4	0	-5	11	2	0
COc1ccc(NC(=O)C2CCN(S(C)(=O)=O)CC2)c(OC)c1	-9	-0.4	-14	-1.5	-3	-4	16	3	6
CC1CCC2C(=O)N(c3ccccc3OC(=O)c3ccccc3F)C(=O)C2C1 (configuration not stated)	0	-4.1	-8	-2.4	1	-1	13	50	-4

Hits appear at their usual frequency. About 5.3% of those tested had a hit in this group.
